APJ antag: antagonists of human APJ apelin receptor; inhibition, % at 20 µM; 330,000 tested, 0.32% active; CHO-K1 APJ beta-arrestin complementation, luminescence; P35414;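 active means inhibition above about 40% at 20 µM, limit read from the data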;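 further: cells challenged with 10 nM apelin-13 agonist together with compound; plate controls were apelin-13 plus DMSO wells for no effect and DMSO wells lacking apelin-13 for full effect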
Target sequence (P35414 whole entry, looked up): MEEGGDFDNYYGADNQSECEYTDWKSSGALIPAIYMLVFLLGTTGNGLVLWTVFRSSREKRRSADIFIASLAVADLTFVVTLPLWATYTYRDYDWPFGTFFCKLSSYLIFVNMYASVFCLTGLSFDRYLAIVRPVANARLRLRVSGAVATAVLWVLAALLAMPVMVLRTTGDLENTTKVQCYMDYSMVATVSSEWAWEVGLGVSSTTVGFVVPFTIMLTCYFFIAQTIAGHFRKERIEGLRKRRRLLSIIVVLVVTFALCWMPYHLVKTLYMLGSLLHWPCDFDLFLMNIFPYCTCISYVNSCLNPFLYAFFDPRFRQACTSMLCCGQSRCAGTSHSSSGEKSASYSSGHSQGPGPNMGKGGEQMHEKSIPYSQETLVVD
Jurkat NFkB inh: lowers PMA/ionomycin-induced NF-kB signal in Jurkat cells | inhibition, % at 4 µM | PMA/ionomycin-induced NF-kB luciferase reporter, luminescence | AID 435003 | 330,000 tested, 0.53% active; in the data active means inhibition above about 50%
CCR6 antagonist: antagonists of human CCR6 receptor; P51684; CHO-K1 CCR6 PathHunter beta-arrestin, luminescence, CCL20-stimulated; inhibition, % at 20 µM; 340,000 tested, 0.49% active;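 active means compounds whose inhibition of the agonist-driven luminescence signal at 20 µM reaches about 50%, limit read from the data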;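 further: cells stimulated with CCL20 at 14 nM final; plate controls were DMSO with CCL20 for no effect and DMSO without agonist for full effect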
Target sequence (P51684 whole entry, looked up): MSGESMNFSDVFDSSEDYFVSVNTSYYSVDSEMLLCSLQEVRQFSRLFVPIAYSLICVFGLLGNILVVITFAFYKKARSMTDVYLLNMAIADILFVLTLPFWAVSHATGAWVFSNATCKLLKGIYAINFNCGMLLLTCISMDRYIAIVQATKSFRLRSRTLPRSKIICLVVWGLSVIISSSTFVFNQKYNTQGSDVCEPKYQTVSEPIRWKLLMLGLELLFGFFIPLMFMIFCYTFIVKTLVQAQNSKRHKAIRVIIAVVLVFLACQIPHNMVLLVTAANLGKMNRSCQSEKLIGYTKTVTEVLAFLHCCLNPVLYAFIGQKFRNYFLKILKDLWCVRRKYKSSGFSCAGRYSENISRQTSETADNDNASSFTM
UBC13 polyUb: inhibitors of human UBC13 polyubiquitin chain formation. inhibition, % at 20 µM. TR-FRET. 330,000 tested, 0.47% active. P61088; in the data active means inhibition above about 45%, passing the limit was not always enough; inconclusive means no clear call, values can overlap the other calls
Target sequence (P61088 whole entry, looked up): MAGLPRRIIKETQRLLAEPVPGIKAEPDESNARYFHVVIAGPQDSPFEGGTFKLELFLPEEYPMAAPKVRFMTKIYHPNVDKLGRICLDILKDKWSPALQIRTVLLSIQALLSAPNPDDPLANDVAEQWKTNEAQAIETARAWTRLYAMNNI
697 NFkB inh: lowers PMA/ionomycin-induced NF-kB signal in 697 B cells. 330,000 tested, 0.33% active. AID 435022. inhibition, % at 4 µM. 697 B-cell NF-kB luciferase reporter, 16 h; in the data active means inhibition above about 35%
Gli-Sufu block: antagonists of Gli-Sufu signaling | Sufu-KO-LIGHT fibroblasts, Gli luciferase reporter luminescence | inhibition, % at 5 µM | 340,000 tested, 0.74% active | AID 588413;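 active means inhibition above about 55%, limit read from the data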;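 further: 0% = DMSO-treated cells and 100% = wells with medium but no cells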
EBI2 block: EBI2 (human) antagonism. 360,000 tested, 0.81% active. AID 651636. EBI2 beta-arrestin recruitment, luminescence, 7a,25-OHC stimulated. P32249. inhibition, % at 5 µM; in the data active means inhibition above about 38%;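 further: enzyme fragment complementation signal reports receptor beta-arrestin coupling in cells; 0% = agonist plus DMSO wells and 100% = wells without agonist; some results beyond the cut were filed as inactive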
CXCR6 inh: inhibitors of human CXCR6 receptor; AID 602244; O00574; 360,000 tested, 0.36% active; CHO-K1 PathHunter CXCR6 beta-arrestin, luminescence; inhibition, % at 20 µM; in the data active means inhibition above about 34%, passing the limit was not always enough;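 further: antagonist mode with CXCL16 agonist at 10 nM final; 0% = 10 nM CXCL16 with DMSO and 100% = unstimulated wells without agonist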
Starred values were filed as active, the others as inactive; i = inactive; ? = inconclusive; . = not tested or not shown; & = joins results of further samples. Some of the compounds tested. The share of hits here may be higher or lower than overall.

SMILES	APJ antag	Jurkat NFkB inh	CCR6 antagonist	UBC13 polyUb	697 NFkB inh	Gli-Sufu block	EBI2 block	CXCR6 inh
COC1=CC(=O)OC(/C=C/c2ccccc2)C1 (configuration not stated)	17	-10	1	-29	-13	-24	7	7
CN(C)[C@@H]1C(=O)C(C(N)=O)=C(O)[C@@]2(O)C(=O)C3=C(O)c4c(O)cccc4[C@@](C)(O)[C@H]3C[C@@H]12	-6	4	.	14	-2	.	.	.
Clc1cccc(CNCCc2ccc3c(c2)OCO3)c1	13	2	8	9	-3	9	-13	-3
COP(=O)(/C=C(\Cl)c1ccccc1)/C=C(\Cl)c1ccccc1	15	-21	10	3	5	3	-2	-6
COC(=O)C1=C(c2cccc(NC(C)=O)c2)C[C@@H]2CC[C@H]1N2C	3	-10	7	3	16	0	-15	-2
COC(=O)C1=C(c2ccc(F)cc2F)C[C@@H]2CC[C@H]1N2C(=O)NC1Cc2ccccc2C1	4	-1	6	-2	3	31	4	2
CCOc1ccccc1NC(=O)N1CCC2(CC1)OCCO2	7	-7	-24	-5	-7	0	1	-20
COc1ccc(OC)c(N=Cc2c(O)n(Cc3ccccc3)c(=S)[nH]c2=O)c1	-7	1	12	-5	7	4	-3	3
COc1ccc(OC)c(NC2=NCCS2)c1	15	6	-6	-14	-11	37	4	4
CCCCCP(=O)(O)c1ccccc1	-2	2	-7	0	4	2	-9	-11
O=C1/C(=C\c2cc3c(cc2Br)OCO3)N2CCC1CC2	-4	-2	14	-35	-23	-6	-8	-9
O=C(O)CCn1cc(C=C2C(=O)NC(=O)NC2=O)c(-c2cc3ccccc3oc2=O)n1	14	-10	6	-7	3	6	-6	-1
Clc1ccccc1NC1=NCCCS1	8	-4	1	5	16	-8	-8	6
C[C@]12CCC3C(CC[C@H]4C[C@@H](O)CC[C@]34C)C1C[C@H](Br)[C@@H]2O (some centres not stated)	3	6	.	3	-3	.	-9	-12
CCC1(c2ccccc2)C(=O)N(C)C(=O)N(C)C1=O	6	11	-6	10	-3	1	2	1
CN(C)c1ccc(CN2CC=C(c3ccc(F)cc3)CC2)cc1	9	11	8	15	15	4	-2	-3
COC(=O)C1=C(c2ccc3ccccc3c2)C[C@@H]2CC[C@H]1N2C(=O)NCC1CC1	-6	8	1	5	2	6	7	2
Cc1ccc(C[n+]2c(-c3ccc(C)cc3)cc(-c3ccc(C)cc3)cc2-c2ccc(C)cc2)cc1	1	99*	29	29	1	90*	-4	16
CCCCn1c(O)c(C(C)=NCc2ccco2)c(=O)[nH]c1=O	13	8	3	7	-3	1	-6	0
CCOP(=O)(OCC)C(NC(=O)c1cccc([N+](=O)[O-])c1)C(Cl)(Cl)Cl (configuration not stated)	23	6	-12	-2	-10	4	6	-4

Next section; the last 5 above are carried over.
SMILES	APJ antag	Jurkat NFkB inh	CCR6 antagonist	UBC13 polyUb	697 NFkB inh	Gli-Sufu block	EBI2 block	CXCR6 inh
CN(C)c1ccc(CN2CC=C(c3ccc(F)cc3)CC2)cc1	9	11	8	15	15	4	-2	-3
COC(=O)C1=C(c2ccc3ccccc3c2)C[C@@H]2CC[C@H]1N2C(=O)NCC1CC1	-6	8	1	5	2	6	7	2
Cc1ccc(C[n+]2c(-c3ccc(C)cc3)cc(-c3ccc(C)cc3)cc2-c2ccc(C)cc2)cc1	1	99*	29	29	1	90*	-4	16
CCCCn1c(O)c(C(C)=NCc2ccco2)c(=O)[nH]c1=O	13	8	3	7	-3	1	-6	0
CCOP(=O)(OCC)C(NC(=O)c1cccc([N+](=O)[O-])c1)C(Cl)(Cl)Cl (configuration not stated)	23	6	-12	-2	-10	4	6	-4
CC(=O)c1cn(Cc2ccc(C#N)cc2)c2ccccc12	-11	9	4	9	-6	-8	-3	6
Cc1ccccc1-[n+]1c(-c2ccccc2)cc(-c2ccccc2)cc1-c1ccccc1	6	16	16	30	-11	77*	8	-10
COc1ccc(CNCCc2c[nH]c3ccccc23)c(OC)c1OC	22	-1	6	14	-3	-2	-12	-4
O=C1NCCN2CCCC12 (configuration not stated)	16	0	0	1	16	0	-13	10
O=C(c1ccc(Cl)cc1)C1CCCN(Cc2cccc3cccnc23)C1 (configuration not stated)	3	4	6	18	-8	7	11	-8
COc1cccc(NP2(=O)OCC(C)([N+](=O)[O-])CO2)c1 (configuration not stated)	.	.	11	.	.	-4	3	0
COC(=O)c1ccc(CN2CCN(Cc3ccccc3)CC2)cc1	25	9	-4	6	2	1	-11	-5
Clc1ccc(COC(Cn2ccnc2)c2ccc(Cl)cc2Cl)cc1 (configuration not stated)	2	48	35	50*	0	22	8	-11
CN(C)C1(CNC(=O)c2cc(S(=O)(=O)N3CCOCC3)c(Cl)cc2Cl)CCCCC1	22	5	6	-4	-22	10	4	0
CC(Cc1ccccc1)/[N+]([O-])=C\c1ccc(C(F)(F)F)cc1 (configuration not stated)	-5	-44	3	3	-34	-15	2	-23

Quoted at random: six entries already listed.
SMILES	APJ antag	Jurkat NFkB inh	CCR6 antagonist	UBC13 polyUb	697 NFkB inh	Gli-Sufu block	EBI2 block	CXCR6 inh
Cc1ccc(C[n+]2c(-c3ccc(C)cc3)cc(-c3ccc(C)cc3)cc2-c2ccc(C)cc2)cc1	1	99*	29	29	1	90*	-4	16
O=C1NCCN2CCCC12 (configuration not stated)	16	0	0	1	16	0	-13	10
CCOP(=O)(OCC)C(NC(=O)c1cccc([N+](=O)[O-])c1)C(Cl)(Cl)Cl (configuration not stated)	23	6	-12	-2	-10	4	6	-4
COC1=CC(=O)OC(/C=C/c2ccccc2)C1 (configuration not stated)	17	-10	1	-29	-13	-24	7	7
O=C(c1ccc(Cl)cc1)C1CCCN(Cc2cccc3cccnc23)C1 (configuration not stated)	3	4	6	18	-8	7	11	-8
CCCCCP(=O)(O)c1ccccc1	-2	2	-7	0	4	2	-9	-11

Following part:
SMILES	APJ antag	Jurkat NFkB inh	CCR6 antagonist	UBC13 polyUb	697 NFkB inh	Gli-Sufu block	EBI2 block	CXCR6 inh
COc1ccc(C(c2c(O)c3ccccc3oc2=O)c2c(C)n(C)n(-c3ccccc3)c2=O)cc1 (configuration not stated)	4	10	-11	8	4	2	13	8
Cc1ccc(-c2cc(-c3ccc(C)cc3)[n+](-c3ccc(C(=O)O)cc3)c(-c3ccc(C)cc3)c2)cc1	9	-25	9	-4	-37	-14	0	18
CN(C)C(=O)Oc1cccc(NC(=O)c2ccccc2C(F)(F)F)c1	10	-30	-2	-2	6	3	-17	-4
CC(C)c1cccc(C(C)C)c1OCCn1ccnc1	0	-6	10	-2	-28	-6	2	4
COC(=O)C1=C(c2ccc(OC(F)(F)F)cc2)C[C@@H]2CC[C@H]1N2C(=O)NCCCOC(C)C	-7	-13	0	5	-10	17	0	-11
C1=NCCc2c1[nH]c1ccccc21	-7	8	4	?	3	17	-11	-1
C[C@]12CCC3C(CC[C@H]4C[C@H](O)CC[C@]34C)C1CCC2=O (some centres not stated)	7	12	11	3	10	4	-10	-2
CC(=NCC1CCCO1)c1c(O)n(-c2ccc(Cl)cc2)c(=O)[nH]c1=O (configuration not stated)	4	2	30	5	6	1	-7	-7
O=C(c1ccc2c(c1)OCO2)C1CCCN(Cc2ccccn2)C1 (configuration not stated)	6	-11	1	4	8	21	1	5
COc1ccc(N2C(=O)/C(=C/c3ccco3)C(=O)NC2=S)cc1	17	2	28	36	2	4	-9	10

For convenience, some entries already given.
SMILES	APJ antag	Jurkat NFkB inh	CCR6 antagonist	UBC13 polyUb	697 NFkB inh	Gli-Sufu block	EBI2 block	CXCR6 inh
C[C@]12CCC3C(CC[C@H]4C[C@H](O)CC[C@]34C)C1CCC2=O (some centres not stated)	7	12	11	3	10	4	-10	-2
CC(=NCC1CCCO1)c1c(O)n(-c2ccc(Cl)cc2)c(=O)[nH]c1=O (configuration not stated)	4	2	30	5	6	1	-7	-7
O=C(c1ccc2c(c1)OCO2)C1CCCN(Cc2ccccn2)C1 (configuration not stated)	6	-11	1	4	8	21	1	5
COc1ccc(N2C(=O)/C(=C/c3ccco3)C(=O)NC2=S)cc1	17	2	28	36	2	4	-9	10

Continued:
SMILES	APJ antag	Jurkat NFkB inh	CCR6 antagonist	UBC13 polyUb	697 NFkB inh	Gli-Sufu block	EBI2 block	CXCR6 inh
Cc1ccc(/C=C2/C(=O)NC(=O)N(Cc3ccc(F)cc3)C2=O)o1	-26	-21	.	-24	-1	.	.	.
Cn1ccnc1P(=S)(c1nccn1C)c1nccn1C	14	-23	11	-9	-37	0	0	2
COCCn1c(O)c(/C=N/NC(=O)CSC(=S)N2CCCC2)c(=O)[nH]c1=S	9	-3	4	43	-1	0	-15	1
CCN(CC)c1ccc(CNCCc2ccc(F)cc2)cc1	6	4	-8	12	8	4	13	-3
Cc1ccc2nc(-c3ccncc3)cc(C(=O)N3CCC4(CC3)OCCO4)c2c1	-5	-3	-1	-10	26	1	-2	-7
CN(C)C(=O)Oc1c(Cl)cc(Cl)c2cccnc12	11	-11	4	-12	-6	-1	-3	0
O=c1[nH]c(=S)[nH]c(O)c1CN1CCCCC1	2	15	-2	3	8	6	-4	1
Cc1ccc(-n2nc(C)c3c2NC(=O)CSC3c2ccc3c(c2)OCO3)cc1 (configuration not stated)	-19	7	-6	-3	14	-3	7	5
Cc1ccc(/C=C2\C(=O)NC(=S)N(c3ccccc3F)C2=O)s1	.	.	96*	.	.	18	11	40*
CC(C)C12CN3CC(C(C)C)(CN(C1)C3c1cccnc1)C2=O (configuration not stated)	9	5	-5	0	15	22	-9	-4
CCCCOc1ccc(CC2C(=O)N(C)C(=O)N(C)C2=O)cc1	-7	-1	6	-26	10	-23	1	0
CC(Cc1cnccn1)NCc1c(C(=O)N2CCCCCCC2)nc2ccc(Cl)cn12 (configuration not stated)	2	13	-13	11	14	1	0	8
COC(=O)C1C(OC(=O)c2ccccc2)CC2CCC1N2C (configuration not stated)	7&-39	0&-20	4&-10	4&-6	5&-11	12&-2	-3&-7	-4&3
CC(N)C(=O)OC(C)(C)Cc1ccc(Cl)cc1 (configuration not stated)	20	0	20	12	-19	-5	4	24
O=C(CN1CCCCC1)c1ccc(F)cc1	2	9	7	3	1	-3	-11	2
CCn1cc(C(=O)N2CCCCC2)c2ccccc21	-14	7	5	5	15	11	-2	6
C=C1[C@@H](OC(C)=O)[C@]23C[C@@H]1[C@@H](OC(C)=O)CC2[C@]12C4C[C@H]3[C@H]1N(CC)C[C@]4(C)CC[C@@H]2O (some centres not stated)	-25	1	3	8	10	1	7	-3
Cc1ccccc1N1C(=O)CC(=O)NC1=O	-1	8	-3	-12	-27	4	0	6
Cc1cccc(NP(=O)(Oc2ccccc2)Oc2ccccc2)c1C	-23	-3	4	-11	6	10	5	14
O=C(Nc1cccnc1)c1c(O)c2c(n(Cc3ccccc3)c1=O)CCCC2	5	5	3	9	17	-16	5	-3
Cn1c(C(=O)O)c(CC(=O)N2CCN(Cc3ccccc3)CC2)c2ccccc21	-6	3	-11	1	17	27	-8	-5
O=C1NC(=O)N(c2ccc3c(c2)OCO3)C(=O)/C1=C\c1ccc(N2CCCCC2)o1	15	-3	11	i	1	-4	-8	14
Cc1cc(/C=C2\C(=O)NC(=O)N(c3ccc(Br)cc3)C2=O)c(C)n1-c1cc(C(=O)O)cc(C(=O)O)c1	-13	11	-1	-7	22	-16	2	6
CCC(=O)OC1(c2ccccc2)CCN(C)CC1C (configuration not stated)	-3	-8	-2	1	4	7	-2	5
Cc1cc(N=Nc2ccccc2C)ccc1N	0	-72	27	-33	-330	-86	3	20
CCCNC(=O)N1[C@H]2CC[C@@H]1C(C(=O)OC)=C(c1cccc(Cl)c1)C2	13	-11	18	17	15	4	-10	4
COc1ccc(C2CC(c3c(O)n(CCc4ccccc4)c(=O)[nH]c3=O)=NN2)cc1OC (configuration not stated)	4	3	104*	-8	-9	-2	0	90*
Cc1cccc(CNCCc2ccccc2)n1	-15	4	-13	-10	13	2	-4	0
O=c1[nH]c(=O)n(Cc2ccccc2)c(O)c1C=NCCCO	18	7	-5	-4	1	7	-5	9
Cc1cccc(OCCn2cccc2/C=C2/C(=O)NC(=O)N(Cc3ccco3)C2=O)c1	-14	-6	7	-12	-7	9	3	-9
O=C(NCCN1CCOCC1)c1ccc(Cl)nc1Cl	5	1	-16	3	7	-14	-4	-3
COC(=O)C1=C(c2cccc(C#N)c2)C[C@@H]2CC[C@H]1N2C(=O)NCC1CC1	8	-12	2	-5	6	-3	-3	6
O=c1c2ccccc2nc(-c2ccccc2)n1-c1cccc(O)c1	5	-21	1	4	-4	4	4	4

Bioassay records from PubChem.
